EP2 modulator: EP2 receptor modulators, cAMP readout, primary screen, cell-based, HTRF cAMP, PGE2 stimulation | Prostaglandin E2 receptor EP2 subtype (Homo sapiens), P43116 | EP2-expressing cells, cAMP HTRF FRET, PGE2 co-stimulation | induction, % at 25 µM | 260,000 compounds, 0.83% hits | AID 940, 2007;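 active = compounds whose cAMP rise, as percent of the full-agonist control response, exceeds 60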;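 also: rat C6 glioma line stably carrying human EP2 under a CMV promoter; the protocol text gives 20 µM as final concentration; 100% = response of wells given 1 µM PGE2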
Target sequence (P43116 whole entry, looked up): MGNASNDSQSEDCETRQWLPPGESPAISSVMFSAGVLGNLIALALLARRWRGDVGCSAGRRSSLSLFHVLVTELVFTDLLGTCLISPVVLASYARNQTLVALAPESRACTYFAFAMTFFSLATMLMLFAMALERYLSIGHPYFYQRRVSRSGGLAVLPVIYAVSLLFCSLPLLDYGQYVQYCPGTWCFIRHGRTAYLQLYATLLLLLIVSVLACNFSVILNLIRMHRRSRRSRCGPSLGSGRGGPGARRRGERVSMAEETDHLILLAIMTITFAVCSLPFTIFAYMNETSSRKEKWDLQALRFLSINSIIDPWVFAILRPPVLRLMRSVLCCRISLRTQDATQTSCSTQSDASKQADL
m-calpain inh: inhibitors of pig calpain II, primary screen, biochemical, fluorogenic peptide substrate, 1536-well. inhibition, % at 16 µM. purified calpain II, 30 min. 220,000 compounds, 0.37% hits;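 active = inhibition above about 50%, limit read from the data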
Active calls of the source: *; i = inactive. These rows are one share of the data, so the mix of outcomes need not match the whole.

SMILES	EP2 modulator	m-calpain inh
COc1ccc(C2/C=C\CN(C(=O)NC34CC5CC(CC(C5)C3)C4)CC(=O)N2Cc2ccc(F)cc2)cc1 (stereo not drawn)	11	-45
CCN(CC)CCC(c1cc(OC)c(OC)c(OC)c1)c1c(OC)cc(OC)c2ccc(=O)oc12 (stereo not drawn)	-1	-15
CC(=O)CCC1C2C(O)C(C(C)C)C(OC(=O)/C=C/c3ccccc3)CC12C (stereo not drawn)	3	-28
COCCNC(=O)c1onc(CSc2ccncc2)c1C(=O)NCCOC	2	0
CC1(OC(=O)CCc2ccccc2)C(=O)C=C2C=C(c3ccc(C#N)cc3)N(Cc3ccco3)C=C2C1=O (stereo not drawn)	3	-85
C=CCCN([C@@H](C)C(=O)OC)S(=O)(=O)c1ccccc1Br	19	-12
CCN(CC)CCN1C(=O)C2C3c4ccccc4C(c4ccccc43)C2C1=O (stereo not drawn)	15	14
CCCCNc1ccc(C(CC(N)=O)NC(=O)Cc2cccc3ccccc23)cc1[N+](=O)[O-] (stereo not drawn)	-7	22
S=C1NC[C@H](CC2CCCCC2)N1CCCCC1CCCCC1	1	33
COc1ccc(C[C@H]2CN3C(=NC[C@H]3Cc3ccccc3)N2CCNC(=O)c2ccc(C)c(Br)c2)cc1	-9	-22
COc1ccc(C2/C=C\CN(C(=O)Nc3ccc(C(F)(F)F)cc3)CC(=O)N2Cc2ccc(F)cc2)cc1 (stereo not drawn)	-3	-32
NC(=O)CC(NC(=O)Cc1cccc2ccccc12)c1ccc(NCC2CC2)c([N+](=O)[O-])c1 (stereo not drawn)	-24	-11

Among those listed so far, 4 have a halogen.
SMILES	EP2 modulator	m-calpain inh
COc1ccc(C2/C=C\CN(C(=O)NC34CC5CC(CC(C5)C3)C4)CC(=O)N2Cc2ccc(F)cc2)cc1 (stereo not drawn)	11	-45
C=CCCN([C@@H](C)C(=O)OC)S(=O)(=O)c1ccccc1Br	19	-12
COc1ccc(C[C@H]2CN3C(=NC[C@H]3Cc3ccccc3)N2CCNC(=O)c2ccc(C)c(Br)c2)cc1	-9	-22
COc1ccc(C2/C=C\CN(C(=O)Nc3ccc(C(F)(F)F)cc3)CC(=O)N2Cc2ccc(F)cc2)cc1 (stereo not drawn)	-3	-32

The list goes on.
SMILES	EP2 modulator	m-calpain inh
COc1ccc(C(CC(=O)N2CCOCC2)c2c(OC)cc(OC)c3ccc(=O)oc23)cc1 (stereo not drawn)	3	-76
CC(C)C[C@H](NC(=O)c1[nH]cnc1C(=O)Nc1ccc(CNC(=O)OC(C)(C)C)cc1)C(=O)OC(C)(C)C	28	2
Cc1cc2cc(CNC(=O)C3CCCC3)ccc2n1C	6	-20
COc1ccc(CCNC(=O)C2CC(c3cccc(F)c3)=NO2)cc1 (stereo not drawn)	-7	1
CC(C)C[C@H](NC(=O)c1nc[nH]c1C(=O)N[C@@H](CCCCNC(=O)OC(C)(C)C)C(=O)OC(C)(C)C)C(=O)OC(C)(C)C	17	48
COc1cc(O)c(C(CC(=O)N2CCCC(C)C2)c2cc(OC)c(OC)c(OC)c2)c(OC)c1 (stereo not drawn)	2	-13
O=C(c1ccoc1)N1CCC2(CC1)Oc1ccc(Cl)cc1C(=O)C21CC(c2cccnc2)=NO1 (stereo not drawn)	-5	-35
COc1ccc(C(CCN2CCCC(C)C2)c2c(OC)cc(OC)c3c2OC(=O)CC3c2cc(OC)c(OC)c(OC)c2)cc1 (stereo not drawn)	23	-19
O=C(Nc1ccc2c(c1)OCO2)C(c1ccccc1)N1CCCCC1 (stereo not drawn)	30	-5
CCCCCc1cc(=O)oc2c(C(CCN3CCCC(C)C3)c3ccc(N(C)C)cc3)c(OC)cc(OC)c12 (stereo not drawn)	0	-15
CC(C)(C)OC(=O)[C@H](Cc1ccccc1)NC(=O)c1[nH]cnc1C(=O)Nc1cccc(Cl)c1	25	-19
CCCCCCN(C(=O)CCCCCN1C(=O)NC(c2ccc([N+](=O)[O-])cc2)C(C(=O)OCc2ccccc2)=C1C)C(C(=O)NCCCC)c1ccc(OCC(=O)OC)c(C(=O)OC)c1 (stereo not drawn)	33	1
COc1ccc(CCNC(=O)C2CC3Cn4c(nc5cc(Cl)c(Cl)cc54)C3N2C)cc1 (stereo not drawn)	1	-10
C[C@@H]1CC=C[C@H]2[C@H]1C(=O)N(Cc1ccccc1)[C@H]2c1ccc(F)c(-c2ccc(N(C)C)cc2)c1	41	-12
CC(C)n1cnc2c(Nc3cccc(Cl)c3)nc(N(CCO)CCCO)nc21	-4	15
Cc1cc(NC(=O)CSc2nnc(C)c(=O)[nH]2)no1	-9	15
Cc1cc2nc3n(c2cc1C)CC1CC(C(=O)NCC2CC2)N(C)C31 (stereo not drawn)	-4	10
CCN1CCN(C(C(=O)NC2CCCC2)c2ccc(Cl)cc2)CC1 (stereo not drawn)	-3	-5
O=C(CCn1c(=O)oc2ccccc21)NCCN1CCOCC1	-21	-21
COc1ccccc1-c1nc(SCc2ccccn2)n[nH]1	7	25
C=C(C)C(=O)Nc1cccc(C2=NOC3(C2)C[C@@H](C(N)=O)N(C(=O)c2ccc(OC)cc2)C3)c1 (stereo partly drawn)	4	-12
CCC1=C2CC[C@H]3C(=O)N(CC)C(=O)[C@H]3[C@H]2[C@@]2(Cc3ccccc3)C(=NCCOC)OC(=O)N2C1=O	21	-18
CC(C)(C)OC(=O)CNC(=O)c1nc[nH]c1C(=O)NCC(=O)OC(C)(C)C	-2	-3
NC(=O)[C@H]1CC2(CC(c3cccc(NC(=O)COc4ccc(Cl)cc4)c3)=NO2)CN1C(=O)c1ccccc1C(=O)c1ccccc1 (stereo partly drawn)	-7	-90
C/C=C(\C)C(=O)Nc1cccc(C2=NOC3(C2)C[C@@H](C(N)=O)N(C(=O)c2ccccc2C(=O)c2ccccc2)C3)c1 (stereo partly drawn)	-13	-42
CCc1ncc(C)nc1CC	16	35
CCc1nccn1S(=O)(=O)c1ccc(OC)c(OC)c1	17	6
C=C1CCN([C@@H](C)C(=O)NCc2cc(OC)c(OC)c(OC)c2)S(=O)(=O)c2ccccc21	13	-10
COc1ccc(C2/C=C\CN(S(=O)(=O)c3ccc4ccccc4c3)CC(=O)N2Cc2ccc(F)cc2)cc1 (stereo not drawn)	12	11
COc1ccc(Br)cc1[C@H]1[C@@H]2C=CCC[C@@]2(C)C(=O)N1Cc1ccccc1	24	23
CCC1=C(OC(=O)N(CC)CC)N2C(=O)OC(=NCc3ccccc3)[C@]2(C)[C@H]2C1=CC[C@H]1C(=O)N(CC(=O)OC)C(=O)[C@H]12	18	12
CC1(c2nnc(-c3ccc(F)cc3)o2)CC(c2ccc(F)cc2)=NO1 (stereo not drawn)	-13	7
CCCCCC(=O)Nc1cccc(C2=NOC3(C2)C[C@H](C(N)=O)N(C(=O)c2ccccc2C(=O)c2ccccc2)C3)c1 (stereo partly drawn)	16	-44
COC/C=C/C1=CC2=CC(=O)C(C)(OC(=O)c3cnc4ccccc4n3)C(=O)C2=CN1Cc1ccc(OC)cc1 (stereo not drawn)	-5	1
FC(F)(F)c1ccc(CN2C[C@@H]3C(c4ccc(Cl)nc4)C4(c5cccnc5)CC3(C4)[C@H]2c2ccccc2)cc1 (stereo partly drawn)	6	12
CCCCC1=CC2=C(c3ccco3)C(=O)C(C)(OC(=O)c3ccc(OC)cc3)C(=O)C2=CN1c1ccc(OC)cc1 (stereo not drawn)	13	-100

Four records drawn at random from the list so far:
SMILES	EP2 modulator	m-calpain inh
CCCCC1=CC2=C(c3ccco3)C(=O)C(C)(OC(=O)c3ccc(OC)cc3)C(=O)C2=CN1c1ccc(OC)cc1 (stereo not drawn)	13	-100
COc1ccc(Br)cc1[C@H]1[C@@H]2C=CCC[C@@]2(C)C(=O)N1Cc1ccccc1	24	23
COc1ccc(C2/C=C\CN(S(=O)(=O)c3ccc4ccccc4c3)CC(=O)N2Cc2ccc(F)cc2)cc1 (stereo not drawn)	12	11
FC(F)(F)c1ccc(CN2C[C@@H]3C(c4ccc(Cl)nc4)C4(c5cccnc5)CC3(C4)[C@H]2c2ccccc2)cc1 (stereo partly drawn)	6	12

Additional structures:
SMILES	EP2 modulator	m-calpain inh
CCN(CC)C(=O)Cc1ccccc1	10	-5
CN1C[C@@H]2C(c3ccc(C(F)(F)F)cc3)C3(c4ccccc4)CC2(C3)[C@H]1c1ccccc1 (stereo partly drawn)	8	35
CCC1ON(C(C)C)C2c3nc4ccccc4n3CC12 (stereo not drawn)	35	-12
N#Cc1ccc(C23CC4(C2)[C@H](CN(CC2CCCCC2)[C@@H]4c2ccccc2)C3c2ccc(C(F)(F)F)cc2)cc1 (stereo partly drawn)	2	-19
CCOC(=O)c1ccc(NC(=O)c2nc[nH]c2C(=O)NCc2ccccc2)cc1	22	-191
CCN1C(=O)N[C@@H](CCc2ccccc2)[C@@H](C(=O)OC)[C@H]1C	-2	10
CCOC(=O)Cn1c(=O)c(-c2ccccc2N)nc2ccccc21	-8	1
O=C(NC1CC1)C1=C[C@@H](c2c[nH]c3ccccc23)C[C@@H](OCc2ccc(CO)cc2)O1	-13	19
Cc1ccc(NC(=O)CS(=O)(=O)c2cn(C)c3ccccc23)c(C)c1	11	-22
COc1cc2c(c(O)c1OC)-c1c(cc(OC)c(OC)c1O)[C@@H](OC(=O)c1ccccc1)[C@@](C)(O)[C@@H](C)[C@@H]2OC(C)=O	10	-23
CCOC(=O)c1ccc(NC(=O)c2nc[nH]c2C(=O)N2CCc3ccccc3C2)cc1	-6	29
COc1ccc(C[C@@H]2CN3C(=NC[C@@H]3Cc3ccc(O)cc3)N2C[C@H](C)NC(=O)CCC2CCCCC2)cc1	7	3
CCCCNc1n[n+](C)c(-c2cccc(C)c2)s1	47	-5
CCCCNC(=O)c1onc(CSc2ccncc2)c1C(=O)NCCCC	21	5
Cc1ccccc1CNc1ccc(C(CC(N)=O)NC(=O)c2ccccc2)cc1[N+](=O)[O-] (stereo not drawn)	5	-22
CC(C)(C)OC(=O)CNC(=O)c1[nH]cnc1C(=O)Nc1ccc(Cl)cc1	-11	-15
NC(=O)CC(NC(=O)Cc1cccc2ccccc12)c1ccc(NCCc2ccccc2F)c([N+](=O)[O-])c1 (stereo not drawn)	-29	9
COC(=O)C1=C(C(=O)OC)[C@@H]2N(C)c3ccccc3[C@@]23C[C@@H](C(=O)OC)N(C(=O)c2cccs2)C3=N1	16	-22
CCCCC1=CC2=CC(=O)C(C)(OC(=O)C3CCCC3)C(=O)C2=CO1 (stereo not drawn)	-22	-65
C[C@@H]1CC=C[C@H]2[C@H]1C(=O)N(Cc1ccccc1)[C@H]2c1ccc(-c2ccoc2)cc1F	13	-7
COC(=O)c1cccc(C23CC4(C2)[C@H](CN(Cc2ccc(-c5ccccc5)cc2)[C@@H]4c2ccccc2)C3c2ccc(C(F)(F)F)cc2)c1 (stereo partly drawn)	23	-28
COc1cc(NC(=O)c2cnc(N)s2)cc(C(=O)Nc2cccc(C(F)(F)F)c2)c1	-18	-23
COC(=O)c1cc2c(s1)-c1ccccc1OC2	5	i
CCCCCCc1c(O)nc(SCC(=O)O)[nH]c1=O	10	-29
CCN1CCN(c2cc(C)c3cc(NC(=O)c4cnccn4)ccc3n2)CC1	-16	16
CCCCC1=CC2=C(c3ccco3)C(=O)C(C)(OC(=O)c3ccc(OC)cc3)C(=O)C2=CN1Cc1ccc(OC)cc1 (stereo not drawn)	23	-53
